14-3-3 Bad PPI: inhibitors of 14-3-3 zeta/Bad binding, primary screen, biochemical, TR-FRET, bovine 14-3-3 zeta; 14-3-3 protein zeta/delta (Bos taurus), P63103; TR-FRET 14-3-3zeta/Dy647-pBad peptide displacement, 1 h; inhibition, % at 21.7 µM; 220,000 compounds, 0.71% hits; AID 781, 2007;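 active = inhibition above about 70%, limit read from the data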;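 note: 0% = full 14-3-3 plus peptide FRET controls and 100% = background without 14-3-3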
Target sequence (P63103 whole entry, looked up): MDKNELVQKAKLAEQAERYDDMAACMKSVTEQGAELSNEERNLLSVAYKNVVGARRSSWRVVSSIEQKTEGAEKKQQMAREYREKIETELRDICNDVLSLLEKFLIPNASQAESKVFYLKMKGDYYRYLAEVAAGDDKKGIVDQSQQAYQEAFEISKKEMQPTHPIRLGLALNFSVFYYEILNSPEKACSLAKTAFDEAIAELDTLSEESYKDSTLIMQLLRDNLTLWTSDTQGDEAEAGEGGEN
TRPML3 ag: human TRPML3 channel agonists, primary screen, cell-based, HEK293 TRPML3-YFP, Fluo-8 calcium fluorescence, 3 µM | 100% = the carbachol control signal | 220,000 compounds, 0.29% hits | AID 1448, 2008 | Mucolipin-3 (Homo sapiens), Q8TDD5 | activation, % at 3 µM;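 active = activation above its plate's cutoff, the mean activation of the plate's test wells plus 3 SD, cut at about 12% in these data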;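 note: 0% = DMSO only wells and 100% = carbachol wells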
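Material: HEK293 cells stably carrying human TRPML3-YFP; compound dosing: single dose, 3 µM final nominal compound, 0.3% DMSO final; incubation: 1-h 37 °C dye load, 5-s basal, 120-s post-compound reads; technique: Fluo-8 intracellular calcium fluorescence, excitation 470-495 nm, emission 515-575 nm; read-out basis: percent activation from peak-to-basal fluorescence ratio, scaled between DMSO and carbachol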
EP2 antag: human EP2 receptor antagonists, primary screen, TR-FRET cAMP, C6 glioma cells. Prostaglandin E2 receptor EP2 subtype (Homo sapiens), P43116. 260,000 compounds, 0.52% hits. C6 glioma cells expressing human EP2; cells stimulated with saturating PGE2. inhibition, % at 25 µM. AID 1422, 2008;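 active = percent inhibition above 40 after rounding to a whole number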;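 note: rat C6 glioma host cells with rolipram phosphodiesterase inhibitor present; the protocol text gives 20 µM as final concentration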
Target sequence (P43116 whole entry, looked up): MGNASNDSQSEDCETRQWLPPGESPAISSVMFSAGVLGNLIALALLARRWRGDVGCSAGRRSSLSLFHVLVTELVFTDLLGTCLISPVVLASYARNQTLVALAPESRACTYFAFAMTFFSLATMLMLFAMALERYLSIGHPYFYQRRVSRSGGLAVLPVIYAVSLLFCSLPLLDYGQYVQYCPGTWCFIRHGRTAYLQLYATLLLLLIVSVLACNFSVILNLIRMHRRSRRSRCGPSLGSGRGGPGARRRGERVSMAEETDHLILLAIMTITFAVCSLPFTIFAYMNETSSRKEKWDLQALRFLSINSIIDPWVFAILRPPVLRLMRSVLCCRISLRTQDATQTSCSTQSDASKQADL
NPY-Y1 PAM-ag: NPY-Y1 receptor potentiators or agonists, primary screen, cell-based. activation, % at 3.6 µM. NPY-Y1 expressing cells, potentiator/agonist activation. 220,000 compounds, 0.37% hits. AID 1304, 2008. Neuropeptide Y receptor type 1 (Homo sapiens), P25929; in the data active = activation above about 33%, passing the limit was not always enough;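 note: cells stimulated with NPY at EC10 then isoproterenol at EC100; 0% = low agonist plus stimulus and 100% = saturating agonist plus stimulus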
Target sequence (P25929 whole entry, looked up): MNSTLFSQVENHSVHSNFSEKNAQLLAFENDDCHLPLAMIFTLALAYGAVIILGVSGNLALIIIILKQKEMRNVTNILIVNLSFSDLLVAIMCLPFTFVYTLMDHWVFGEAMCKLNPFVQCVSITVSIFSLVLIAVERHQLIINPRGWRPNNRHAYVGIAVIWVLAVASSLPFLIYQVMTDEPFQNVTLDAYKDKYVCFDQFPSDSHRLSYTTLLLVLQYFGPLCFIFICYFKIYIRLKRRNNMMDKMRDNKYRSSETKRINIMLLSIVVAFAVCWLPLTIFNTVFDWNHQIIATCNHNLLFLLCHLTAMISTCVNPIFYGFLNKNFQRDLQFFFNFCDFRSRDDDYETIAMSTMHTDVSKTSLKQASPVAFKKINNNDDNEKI
CHOP inhibitor: inhibitors of CHOP promoter induction, primary screen, cell-based, unfolded protein response, luciferase reporter; CHO-K1 CHOP-promoter luciferase, tunicamycin-induced, 15-18 h; inhibition, % at 10 µM; 220,000 compounds, 3.8% hits;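 active = compounds that reduced the stress-induced luciferase reporter signal by more than about 70% of percent inhibition, limit read from the data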;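 note: 0% = tunicamycin plus vehicle and 100% = wells without tunicamycin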
TRPN1 ag: zebrafish TRPN1 channel agonists, primary screen, cell-based, HEK293, calcium fluorescence | transient receptor potential cation channel N1 (TRPN1/NompC), Danio rerio | HEK293 zebrafish TRPN1-YFP, Fluo-8 calcium fluorescence; 100% = response to 87 µM carbachol | AID 1424, 2008 | 220,000 compounds, 0.18% hits | activation, % at 3 µM;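 active = activation above its plate's cutoff, the mean activation of test wells on that plate plus 3 SD, cut at about 19% in these data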;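 note: 0% = DMSO alone and 100% = 87 µM carbachol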
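Assay system: Zebrafish TRPN1-YFP in HEK293 cells | Incubation: Dye loading 1 h at 37 °C, then 30 min room temperature | Measured by: Kinetic Fluo-8 fluorescence, ex 470-495, em 515-575 nm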
NPY Y1 blocker: NPY-Y1 receptor antagonists, primary screen, cell-based; HEK293-CNG Y1 cells, membrane potential fluorescence; NPY at EC95, then isoproterenol; inhibition, % at 3.6 µM; 200,000 compounds, 1% hits; AID 1040, 2008;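 active = inhibition above the campaign mean inhibition of all tested compounds plus 3 SD, cut at about 20% in these data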;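 note: 0% = DMSO wells given NPY plus isoproterenol and 100% = isoproterenol alone without NPY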
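Material: HEK293 Y1/CNG channel cell line; also added: NPY (25 nM), isoproterenol (1 µM), Ro 20-1724 (25 µM); doses: one concentration, 3.6 µM, in 0.4% DMSO; schedule: compound incubation 1 h at room temperature, readout 45 min post-stimulation; technique: membrane potential fluorescence; measure: fluorescence ratio normalized to % inhibition between controls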
EP2 mod: EP2 receptor modulators, cAMP readout, primary screen, cell-based, HTRF cAMP, PGE2 stimulation; 260,000 compounds, 0.83% hits; Prostaglandin E2 receptor EP2 subtype (Homo sapiens), P43116; EP2-expressing cells, cAMP HTRF FRET, PGE2 co-stimulation; induction, % at 25 µM;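 active = compounds whose cAMP rise, as percent of the full-agonist control response, exceeds 60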;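 note: rat C6 glioma line stably carrying human EP2 under a CMV promoter; the protocol text gives 20 µM as final concentration; 100% = response of wells given 1 µM PGE2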
PPC-1+TRAIL kill: compounds killing PPC-1 cancer cells with TRAIL present, primary screen, TRAIL potentiator project, ATPLite luminescence, uHTS | PPC-1 cells + TRAIL, ATPLite viability luminescence | cell killing (% activity), % at 4 µM | 220,000 compounds, 0.41% hits | AID 1443, 2008;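 active = cell killing above 50% in the first pass at 4 µM, then a duplicate retest at 5 µM averaging 50% or more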;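 note: plate controls were cells with TRAIL plus DMSO for no effect and medium-only wells lacking cells for full effect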
Active calls of the source: *; x = not tested or not shown; & = joins results of further samples; [ ] = dose if it differs, or a comment. Only part of the results is shown; rates above refer to the full screens.

nr | SMILES | NPY-Y1 PAM-ag | NPY Y1 blocker | PPC-1+TRAIL kill | EP2 antag | CHOP inhibitor | 14-3-3 Bad PPI | TRPN1 ag | EP2 mod | TRPML3 ag
1 | CC(Cc1cccs1)NC(=O)Nc1ccc([N+](=O)[O-])cc1 (configuration not stated) | 4 | -3 | -7 | 12 | -7 | -5 | 15 | -44 | 8.5
2 | Cc1cc(=O)oc2cc(OCC(=O)NCC3CCCO3)ccc12 (configuration not stated) | 15 | 1 | 1 | 9 | -12 | -1 | 0.5 | -7 | 0.5
3 | O=C(N/N=C\C=C\c1ccco1)c1cc(-c2ccc3ccccc3c2)n[nH]1 | 5 | -1 | 32 | 7 | 80* | -7 | -1.5 | 1 | 0.2
4 | Cc1ccc(C(=O)O/N=C/c2c(C)nn(C)c2Cl)cc1 | -5 | 8 | 15 | 4 | 8 | -3 | 0.2 | 9 | 0.0
5 | O=C(CCN1C(=O)C2C3C=CC(C3)C2C1=O)NC1CCCc2ccccc21 (configuration not stated) | 2 | -3 | 13 | 11 | 0 | -10 | -0.6 | 0 | 1.2
6 | COc1ccc(/C=C2/SC(=O)NC2=O)cc1 | -5 | 8 | 14 | 11 | -4 | 3 | 1.4 | 9 | 0.4
7 | CC(=O)Nc1ccc2c(c1)CCC2=O | 11 | 3 | 18 | 4 | 14 | 19[fluorescence artefact?] | 0.3 | 29 | 0.7
8 | Cc1cc(S(=O)(=O)N2CCCCCC2)c(Cl)cc1Cl | 0 | -2 | 35 | 4 | 80* | 4 | -0.4 | 19 | 26*
9 | CN1CCN(S(=O)(=O)c2ccc(NC(=O)c3cccc(S(=O)(=O)N4CCCC4)c3)cc2)CC1 | 22 | -1 | 6 | -2 | 31 | 1 | 0.4 | -19 | 0.7
10 | CCC(C)NCCOc1ccc(C)cc1[N+](=O)[O-] (configuration not stated) | -7 | 1 | 12 | 6 | 22 | 51 | -1.5 | 8 | 0.8
11 | COc1ccc(N(CC(=O)N2CCCCCC2)S(=O)(=O)c2c(C)[nH]c(=O)[nH]c2=O)cc1 | -14 | -3 | 4 | 10 | -5 | -1 | 1.1 | 15 | -0.4
12 | COC(CNC(=O)c1cccc2c1C(=O)N(Cc1cccnc1)C2)OC | -11 | -2 | -5 | 5 | -39 | 8 | -0.3 | 7 | -0.1
13 | O=C(O)c1cc(-c2cccnc2)nc2ccccc12 | 4 | x | 12 | 10 | -4 | -3 | 0.5 | -8 | 0.6
14 | O=C1CC(Cc2ccccc2)C(=O)N1c1ncccn1 (configuration not stated) | 6 | 7 | 9 | 6 | -1 | -5 | 1.6 | 14 | 0.9
15 | CC(C)(C)C(=O)Cn1ncc(Cl)c(Cl)c1=O | -29 | 16 | 13 | 4 | -68 | 4 | -0.9 | 24 | 0.3
16 | CC1CCc2sc3ncn4nc(C(=O)NCc5ccco5)nc4c3c2C1 (configuration not stated) | 9 | -4 | 8 | x | 28 | -9 | 1.7 | 4 | 0.3
17 | COC(=O)CSc1n[nH]c(-c2cccnc2)n1 | 2 | 5 | -9 | 14 | 1 | 22 | 1.3 | 27 | 0.6
18 | CS(=O)(=O)N1CCN(c2cccc(Cl)n2)CC1 | 12 | 5 | 1 | 14 | 24 | -6 | 0.8 | 20 | 0.5
19 | O=C(c1ccc([N+](=O)[O-])cc1)N1CCN(Cc2ccccc2[N+](=O)[O-])CC1 | 15 | -4 | -2 | 4 | 10 | 50 | 1.6 | -24 | -0.1
20 | CCS(=O)(=O)c1nnnn1-c1ccccc1S(C)(=O)=O | -4 | 0 | 9 | 5 | 15 | 9[fluorescence artefact?] | 0.8 | 9 | 0.3
21 | COCCNC(=S)N/N=C/c1ccc(N2CCOCC2)cc1 | 16 | 1 | 38 | 4 | 20 | -10 | 0.2 | -10 | 1.0
22 | CCC(Sc1ccc2nnc(-c3ccc(F)cc3)n2n1)C(=O)O (configuration not stated) | -8 | -1 | 5 | 10 | 3 | x | -0.3 | 11 | 1.2
23 | O=C(CCn1c(=O)[nH]c2ccccc2c1=O)N1CC=C(c2ccccc2)CC1 | -24 | 4 | 5 | 5 | 12 | -2 | -0.4 | -63 | 0.7
24 | Nn1c(SCC(=O)NCCC2=CCCCC2)nnc1C(F)(F)F | 18 | -1 | -11 | 4 | -14 | -10 | -0.6 | 14 | -0.6
25 | O=C(c1ccc(COc2c(F)c(F)cc(F)c2F)o1)N1CCN(c2ccc(Cl)cc2)CC1 | -12 | -7 | 8 | 15 | 70 | -1 | 0.9 | 33 | 1.2
26 | CC1CCN(S(=O)(=O)c2ccc3c(c2)C(=NO)c2cc(S(=O)(=O)N4CCC(C)CC4)ccc2-3)CC1 | -10 | -3 | 97* | -1 | 108* | 11 | 0.9 | -28 | 0.9
27 | CCOC(=O)c1oc2ccccc2c1NC(=O)c1ccc(S(=O)(=O)N2CCCC2)cc1 | 7 | 4 | 8 | 10 | 27 | 14 | -0.3 | -6 | 1.0
28 | CCCCn1c(NCc2cccs2)nc2ccccc21 | 3 | -1 | 28 | 8 | 17 | 1 | -1.8 | -13 | -1.0
29 | CC1CCN(CCCCOc2ccccc2Br)CC1 | 1 | 7 | 26 | 9 | 32 | 0 | 0.1 | 1 | 0.9
30 | CCC1=C(OC(=O)N(CC)CC)N2C(=O)OC(=NCC(=O)OC)[C@]2(Cc2ccccc2)[C@H]2C1=CC[C@H]1C(=O)N(c3ccccc3)C(=O)[C@H]12 | x | x | -15 | 10 | 0 | -5 | x | -4 | x
31 | O=C(CCNS(=O)(=O)c1cccc2nonc12)NC1CCCc2ccccc21 (configuration not stated) | 19 | -6 | 13 | 8 | -11 | -5[fluorescence artefact?] | 0.4 | -17 | 0.5
32 | O=C(CCCCn1c(=O)[nH]c2ccsc2c1=O)NCc1cccnc1 | -25 | -5 | 8 | 7 | -11 | 13 | 1.0 | 16 | 0.1
33 | O=C(CN1CCCc2ccccc21)NC(=O)NC1CCCCC1 | -4 | 3 | 30 | 6 | 47 | -22 | 0.7 | 8 | 0.2
34 | CSc1nc(NCCOCCO)c2sc3nc(-c4ccco4)c4c(c3c2n1)CCC4 | -6 | 2 | 1 | 10 | 15 | 30[fluorescence artefact?] | -0.2 | 1 | 0.2
35 | COc1ccc(CC(=O)NC(C)c2nnc(SCC(=O)Nc3nc(C)cs3)n2C)cc1 (configuration not stated) | -24 | -4 | 46 | 11 | -26 | -1 | 1.3 | -1 | -0.9
36 | CCOC(=O)c1sc2nc(C)nc(SCC(=O)NC(C)CCc3ccccc3)c2c1C (configuration not stated) | -14 | -2 | 9 | 14 | 14 | -15[fluorescence artefact?] | 0.2 | 14 | 0.7
37 | O=C(NCCc1ccccn1)c1cc(-c2ccccc2Cl)nc2ccccc12 | -11 | -1 | 22 | 5 | 13 | -9 | 1.8 | -5 | 0.1
38 | O=C(Cc1nnc(NC(=O)Nc2ccccc2F)s1)NCc1ccccc1 | 3 | x | 0 | 8 | 8 | 6 | 3.1 | -37 | 0.5
39 | Cc1cc(NC(=O)CN2CCCC(C)C2)n(-c2nc3ccccc3s2)n1 (configuration not stated) | -26 | 5 | -4 | x | 52 | -1 | 1.9 | 78* | 0.6
40 | CCc1nc2oc3cc(OC)ccc3c(=O)c2c(=O)n1-c1ccccc1 | -8 | 1 | 16 | 4 | -6 | 10 | -0.2 | 16 | 0.0
41 | Cc1ccc(NC(=O)N2CCCC2C(=O)NCc2cccs2)cc1 (configuration not stated) | 8 | 4 | 18 | 5&1 | 22 | 5 | 0.0 | 19&24 | -0.1
42 | CCCCCCCC(=O)N/N=C(\C)c1ccc(O)cc1O | 1 | 3 | 26 | 1 | 23 | 18[fluorescence artefact?] | -2.0 | -81 | -0.4
43 | CC1=Nn2c(nc3sc4c(c3c2=O)CCCC4)SC1 | 10 | -6 | 6 | 7 | 2 | -14[fluorescence artefact?] | 0.6 | -9 | 0.5
44 | CCOc1ccc(-c2nnc3ccc(SC)nn23)cc1 | -23 | -1 | 10 | 13 | 32 | -1[fluorescence artefact?] | -0.4 | 51 | -0.1
45 | CC(C)N(Cc1nc(-c2ccc(Cl)cc2)no1)C(=O)CCC1CCCC1 | -18 | 17 | 12 | 4 | 84* | 1[fluorescence artefact?] | -0.8 | 6 | 0.3
46 | COC(=O)c1ccc(-c2nc(-c3cccs3)no2)cc1 | 0 | 1 | 34 | 7 | 61 | -4 | 0.4 | -3 | 0.0
47 | O=C(NCc1ccco1)c1sc(=S)n2c1[nH]c(=O)c1ccccc12 | -5 | 8 | 11 | 8 | -26 | 43[fluorescence artefact?] | 3.4 | -47 | 1.3
48 | Cn1cccc1/C=N\NC(=O)Cc1ccc(Br)c2ccccc12 | -1 | 2 | x | 11 | 26 | 70 | 2.9 | -66 | 2.8
49 | O=C(Cn1c(=O)sc2ccccc21)NCc1ccccn1 | 2 | -4 | -12 | 10 | 75* | 1 | 0.2 | 25 | 0.4
50 | c1ccc(C(c2ccccc2)c2noc(CN3CCN(C4CCCC4)CC3)n2)cc1 | -8 | 4 | 18 | 5 | 9 | -4 | -1.4 | 4 | 0.6
51 | CN1CC(C(=O)O)Cc2c1ccc1ccccc21 (configuration not stated) | -14 | x | 16 | 4 | 13 | 3 | 0.6 | -34 | 0.4
52 | CCn1c(=S)sc2c(=O)n(-c3ccccc3)c(SCC(=O)NCc3ccco3)nc21 | -29 | 16 | -4 | 6 | 13 | 10 | 0.1 | 7 | -0.5
53 | O=C1c2ccccc2C(=O)C1c1ccccn1 | 20 | x | 25 | 22 | 27 | -20 | -0.3 | -27 | 0.8
54 | CCOC(=O)c1[nH]c2cc3c(cc2c1NC(=O)CN1CCN(CCO)CC1)OCO3 | 11 | x | 21 | 11 | 2 | -2 | 0.8 | -11 | 0.7
55 | CCOC(=O)c1cnn(-c2nc(-c3ccccc3)cs2)c1C(F)(F)F | -21 | 20* | 8 | 5 | 39 | -1[fluorescence artefact?] | 0.1 | 25 | 0.2

Screening results: PubChem BioAssay, several laboratories
